# Screening data from PubChem.
# MPTP inh – blocks calcium-induced mitochondrial swelling. AID 602449. 360,000 compounds, 1.4% hits. inhibition, % at 10 µM. isolated mouse mitochondria, Ca2+ swelling absorbance, 30 min;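 active = inhibition of 50% or more, scaled per plate between neutral and stimulator controls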;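 note: 0% = DMSO wells given calcium and 100% = 1 mM EGTA wells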
# CCR6 antag – blocks CCL20-driven beta-arrestin recruitment at human CCR6. inhibition, % at 20 µM. AID 493098. 340,000 compounds, 0.49% hits. CHO-K1 CCR6 PathHunter beta-arrestin, luminescence, CCL20-stimulated. P51684;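 active = compounds whose inhibition of the agonist-driven luminescence signal at 20 µM reaches about 50%, limit read from the data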;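 note: cells stimulated with CCL20 at 14 nM final; plate controls were DMSO with CCL20 for no effect and DMSO without agonist for full effect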
# Target sequence (P51684 whole entry, looked up): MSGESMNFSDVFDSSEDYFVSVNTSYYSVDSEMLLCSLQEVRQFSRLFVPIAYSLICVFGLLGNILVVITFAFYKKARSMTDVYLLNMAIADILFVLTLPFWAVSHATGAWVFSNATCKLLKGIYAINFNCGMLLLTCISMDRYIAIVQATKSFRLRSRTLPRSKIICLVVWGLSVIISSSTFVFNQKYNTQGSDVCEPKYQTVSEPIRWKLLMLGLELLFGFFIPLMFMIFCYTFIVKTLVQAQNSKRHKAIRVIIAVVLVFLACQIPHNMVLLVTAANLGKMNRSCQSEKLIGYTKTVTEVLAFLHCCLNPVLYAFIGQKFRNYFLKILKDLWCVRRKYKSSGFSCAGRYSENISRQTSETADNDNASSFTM
# EBI2 antag – EBI2 (human) antagonism. P32249. EBI2 beta-arrestin recruitment, luminescence, 7a,25-OHC stimulated. inhibition, % at 5 µM. 360,000 compounds, 0.81% hits. AID 651636; in the data active = inhibition above about 38%;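 note: enzyme fragment complementation signal reports receptor beta-arrestin coupling in cells; 0% = agonist plus DMSO wells and 100% = wells without agonist; some results beyond the cut were filed as inactive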
# Target sequence (P32249 whole entry, looked up, the tested form may be a part): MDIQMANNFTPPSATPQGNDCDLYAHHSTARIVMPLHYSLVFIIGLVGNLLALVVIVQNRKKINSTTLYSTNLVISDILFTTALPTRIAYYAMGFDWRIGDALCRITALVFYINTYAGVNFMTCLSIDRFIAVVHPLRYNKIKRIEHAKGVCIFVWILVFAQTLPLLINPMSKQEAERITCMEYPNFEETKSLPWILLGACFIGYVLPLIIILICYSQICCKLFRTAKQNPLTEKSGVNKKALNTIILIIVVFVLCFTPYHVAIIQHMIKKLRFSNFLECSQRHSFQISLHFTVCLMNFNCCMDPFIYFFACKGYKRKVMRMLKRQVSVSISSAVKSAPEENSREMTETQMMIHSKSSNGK
# GRIN3A LBD mod – NR3A (human) ligand-binding domain modulation | NR3A LBD differential scanning fluorimetry, Tm shift; 0% = protein alone, 100% = glycine-bound protein | AID 1259313 | Tm shift relative to glycine control, % at 25 µM | 340,000 compounds, 2.5% hits;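 active = melting temperature shift of at least 10% of the positive control shift, at one fixed dose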
# Gli-Sufu antag – Gli-Sufu pathway antagonism; Sufu-KO-LIGHT fibroblasts, Gli luciferase reporter luminescence; inhibition, % at 5 µM; 340,000 compounds, 0.74% hits; AID 588413;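 active = inhibition above about 55%, limit read from the data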;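 note: 0% = DMSO-treated cells and 100% = wells with medium but no cells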
# CXCR6 inh – inhibitors of human CXCR6 receptor. O00574. CHO-K1 PathHunter CXCR6 beta-arrestin, luminescence. inhibition, % at 20 µM. 360,000 compounds, 0.36% hits; in the data active = inhibition above about 34%, passing the limit was not always enough;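 note: antagonist mode with CXCL16 agonist at 10 nM final; 0% = 10 nM CXCL16 with DMSO and 100% = unstimulated wells without agonist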
# A3A deaminase – blocks human APOBEC3A ssDNA deamination | P31941 | recombinant A3A, FAM/TAMRA ssDNA deamination fluorescence | inhibition, % at 20 µM | 330,000 compounds, 0.41% hits | AID 493011;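 active = at least 40% inhibition at 20 µM here, with at most 30% in a related deaminase screen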;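 note: plate controls were A3A with DMSO for no effect and wells lacking A3A enzyme for full effect; some results filed as inactive read as strong as hits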
# Target sequence (P31941 whole entry, looked up): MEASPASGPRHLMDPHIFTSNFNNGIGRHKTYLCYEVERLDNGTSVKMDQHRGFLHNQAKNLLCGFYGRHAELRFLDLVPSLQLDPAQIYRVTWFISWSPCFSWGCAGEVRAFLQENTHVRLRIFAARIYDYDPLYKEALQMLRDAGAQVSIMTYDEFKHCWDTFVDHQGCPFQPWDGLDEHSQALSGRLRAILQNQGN
# A3G deaminase – blocks human APOBEC3G single-stranded DNA deamination; Q9HC16; recombinant A3G, ssDNA deamination FAM/TAMRA fluorescence; inhibition, % at 20 µM; 330,000 compounds, 0.28% hits;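 active = inhibition of at least 40% at 20 µM, with no more than 30% in the related APOBEC3A deaminase screen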;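 note: plate controls were DMSO wells with A3G for no effect and wells lacking A3G enzyme for full effect; some compounds called inactive have numbers as strong as hits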
# * marks the source's active call; other numbers are inactive results; . = no result given. No enrichment for hits. About 5.8% of those tested had a hit in this group.
SMILES,MPTP inh,CCR6 antag,EBI2 antag,GRIN3A LBD mod,Gli-Sufu antag,CXCR6 inh,A3A deaminase,A3G deaminase
Oc1ccccc1/C=N/Nc1nc2ccccc2o1,4.2,0,12,3,7,1,3,1
COc1ccc2nc(NC(=O)CCNC(=O)c3ccco3)sc2c1,-1.4,-2,-5,0,-52,-10,-3,-5
O=C(Nc1ccc(F)cc1)Nc1nnc(-c2ccco2)s1,-0.3,-16,-10,-3,-63,-3,2,-6
O=C(OCc1cccc(F)c1)c1ccc2c(=O)n3c(nc2c1)CCC3,0.7,10,-1,-1,3,-2,7,1
O=C(CN1CCN(Cc2ccccc2)CC1)N1CCCc2ccccc21,-0.4,9,4,0,11,-10,-3,-3
Cc1cc(C(=O)NP(=O)(N2CCOCC2)N2CCOCC2)c(C)n1-c1ccc(Br)cc1,0.0,6,4,-18,20,6,-6,-6
O=C(COC(=O)c1ccccc1)Nc1cc(Cl)ccc1Oc1ccccc1,3.5,5,-3,-8,-8,-1,4,5
CC(C)CN(C(=O)CCNC(=O)c1ccccc1Cl)C1CCS(=O)(=O)C1 (centres undefined),0.5,2,-2,1,1,0,-2,-8
Cc1ccc(S(=O)(=O)c2nc(S(C)(=O)=O)sc2N2CC(C)OC(C)C2)cc1 (centres undefined),-1.5,1,-1,4,7,8,-1,-3
COc1cc(C2=NOC(C(=O)Nc3ccc(C)cc3)C2)cc(OC)c1OC (centres undefined),0.3,-1,5,-1,6,-2,-7,-10
CCOc1ccc2c(c1)nc(SCC(=O)c1ccc(Br)s1)n2C,-4.4,-1,7,1,-10,6,-2,-2
Cc1nc(SCC(=O)Nc2c(C)n(C)n(-c3ccccc3)c2=O)[nH]c(=O)c1C,-0.3,-2,2,2,2,-11,2,0
O=C(N/C(=C/c1cccc(Br)c1)c1nc(=S)[nH][nH]1)c1ccccc1,2.9,34,9,22*,7,20,6,4
CC(=O)Nc1ccccc1C(=O)C(=O)Nc1ccc(C(=O)NCC2CCCO2)cc1 (centres undefined),0.3,6,-8,-2,-23,-6,-2,-4
Cc1c(C(=O)N2CCCC2)c(S(=O)(=O)Nc2cccc(Br)c2)c(C)n1C,0.1,7,-1,-2,-8,3,0,-1
O=S(=O)(c1ccc(-c2ccccc2)cc1)N1CCOCC1,-1.3,-25,0,2,13,3,-2,-3
COc1ccccc1C(=O)C1CCCN(C(=O)c2ccc3c(c2)OCCO3)C1 (centres undefined),14,-1,2,-1,-12,2,2,-8
COc1ccc([C@H]2CC(=O)C=C(c3cccc4c3Oc3ccccc3S4)C2)cc1,0.5,4,-5,-2,0,-1,-1,-7
CCC(C)[C@@H](N)C(=O)N/N=C/c1cccc2nccnc12 (some centres undefined),.,2,.,5,1,.,-4,-11
C=CCNC(=S)NNC(=O)c1ccc(OC(C)C)cc1,0.9,16,0,-2,3,0,-2,-5
CCOc1ccc(C2=[N+]([O-])C(C)(C)N(O)C2(C)C)cc1,-1.7,16,3,-1,-11,0,-1,-3
CCCS(=O)(=O)c1c(S(=O)(=O)CCC)c2c(N)cccn2c1C(=O)c1ccc(OC)cc1,0.6,29,9,-6,2,9,-3,-2
CC(C)(C)C(=O)NC(=S)Nc1ccccc1N1CCCC1,-0.4,16,-9,-4,-5,0,-1,-2
Cc1ccc(NC(=O)c2cc(C(C)(C)C)nn2Cc2ccccc2)cc1,44,-12,8,-5,1,-1,-4,-11

# Some of the entries so far, field by field.
O=C(N/C(=C/c1cccc(Br)c1)c1nc(=S)[nH][nH]1)c1ccccc1
  MPTP inh: 2.9; CCR6 antag: 34; EBI2 antag: 9; GRIN3A LBD mod: 22*; Gli-Sufu antag: 7; CXCR6 inh: 20; A3A deaminase: 6; A3G deaminase: 4
CC(=O)Nc1ccccc1C(=O)C(=O)Nc1ccc(C(=O)NCC2CCCO2)cc1 (centres undefined)
  MPTP inh: 0.3; CCR6 antag: 6; EBI2 antag: -8; GRIN3A LBD mod: -2; Gli-Sufu antag: -23; CXCR6 inh: -6; A3A deaminase: -2; A3G deaminase: -4
Cc1c(C(=O)N2CCCC2)c(S(=O)(=O)Nc2cccc(Br)c2)c(C)n1C
  MPTP inh: 0.1; CCR6 antag: 7; EBI2 antag: -1; GRIN3A LBD mod: -2; Gli-Sufu antag: -8; CXCR6 inh: 3; A3A deaminase: 0; A3G deaminase: -1

# Continuation.
SMILES,MPTP inh,CCR6 antag,EBI2 antag,GRIN3A LBD mod,Gli-Sufu antag,CXCR6 inh,A3A deaminase,A3G deaminase
COc1ccccc1N/C(=N/S(=O)(=O)c1ccc(C)cc1)c1ccc(Cl)cc1,-0.3,17,10,-1,-1,4,-1,2
COc1ccc(S(=O)(=O)N2CCC(n3cnc4cc(C(F)(F)F)ccc43)CC2)cc1,1.1,10,8,0,10,-5,-5,-6
COc1cccc(C2CC(c3cccs3)=NN2C(=O)CSC2=NCCS2)c1OC (centres undefined),0.9,24,-11,0,14,10,4,-1
CCCCCn1c(C(C)NC(=O)CCC)nc2ccccc21 (centres undefined),-1.7,13,0,-2,5,1,0,0
CCN(CC)c1ccc(NC(=O)CSc2nc3nc(C)cc(C)c3c(=O)[nH]2)cc1,-2.4,-2,-6,-6,-5,-2,-1,-6
CCCSc1nc(C)c(CC(=O)O)c(=O)[nH]1,-1.3,13,2,1,0,7,-1,-8
O=C(O)CN=CC1=C(O)CC(c2ccccc2)CC1=O (centres undefined),0.1,5,5,5,-1,-6,-7,11
COc1ccc(C2C(C(N)=O)=C(C)Nc3nc(-c4ccccc4OC)nn32)cc1OC (centres undefined),-2.4,-6,-15,1,5,-4,2,-2
O=C(NCCN1CCN(Cc2ccc([N+](=O)[O-])cc2)CC1)C(=O)Nc1ccccc1,-0.5,-6,6,1,4,2,-2,-8
CCc1nc(C(N)=O)c2[nH]c(=O)n(-c3ccc(OC)cc3OC)c2n1,-2.0,0,7,-3,-3,-5,-4,-4
O=C(O)c1ccc(-n2nnnc2Oc2cccc3cccnc23)cc1,-2.3,1,-5,-2,0,-6,-5,-8
Cc1cccc(N2CC(C(=O)Nc3ccc4c(c3)OCCO4)CC2=O)c1C (centres undefined),0.3,4,-6,-2,-2,-2,-3,-16
CCOCC(=O)Nc1cc(C(=O)Nc2cccc(C)c2C)ccc1Cl,0.2,6,5,2,-2,1,5,2
CCCCC(=O)Nc1ccccc1N1CCOCC1,0.5,-2,-4,-2,-6,6,-3,-7
CCc1nc(NCCO)c(C#N)c2c1CCCC2,2.5,14,4,-2,-1,8,9,2
COc1ccc(-c2ccc([C@H]3[C@H]4C=CC[C@@H](C)[C@@H]4C(=O)N3Cc3ccccc3)c(F)c2)cc1,-0.5,15,11,16*,-12,4,-1,-3
Cc1ccc(S(=O)(=O)N2CCN(CC(=O)NC(=O)NCc3ccco3)CC2)cc1C,1.7,-2,-24,-1,-5,-4,-4,-6
O=C(NCc1ccccn1)C1CCN(S(=O)(=O)N2CCC3(CC2)OCCO3)CC1,0.3,-4,8,1,-2,5,-3,-1
Cc1ccc(NC(=O)CC(O)(C(F)(F)F)C(F)(F)F)cc1,64*,-4,-24,-1,25,-11,-4,-5
O=C(N/N=C/c1ccc(Br)o1)/C(=C/c1ccc([N+](=O)[O-])cc1)NC(=O)c1ccccc1,1.2,19,3,-2,12,10,0,-1
Cc1ccc(NC(=O)[C@@H]2CCCN2S(=O)(=O)c2ccccc2F)cc1S(=O)(=O)N1CCOCC1,-0.5,12,-3,0,-2,1,10,-7
NS(=O)(=O)c1cccc(NC(=O)CSc2nnc(C3CC3)n2Cc2ccccc2)c1,0.7,7,3,0,3,6,8,12
O=C(COc1ccc(Br)cc1)Nc1ccccc1C(=O)NC1CC1,-2.3,6,3,0,0,-1,0,-11
O=C(CN1C(=O)NC(c2ccc(F)cc2)C1=O)Nc1ccc2c(c1)OCCO2 (centres undefined),-0.2,16,-10,0,27,5,-7,-9
O=C(O)C1CCC(=O)N1C(=O)OCc1ccccc1 (centres undefined),0.1,8,0,7,-5,-2,0,15
COc1ccc(C(=S)Nc2ccc(N(C)C)cc2)cc1,-0.6,18,7,-9,-88,5,-6,-5
Cc1csc2c(N3CCN(C(=S)Nc4ccc(F)cc4F)CC3)ncnc12,92*,5,-21,1,-10,-10,-3,-12
CCOC(=O)Cn1c(=O)oc2cc(S(=O)(=O)N(C)c3ccc(OC)cc3)ccc21,0.2,11,11,0,0,-12,-2,4
CCCc1cc(=O)n2c(nc3ccccc32)[nH]1,0.8,-4,0,7,-13,0,0,-2
COc1cc(/C=N/N(C)S(=O)(=O)c2ccc(C)cc2)cc([N+](=O)[O-])c1O,1.5,31,3,2,6,13,-1,1
CCOC(=O)N=Nc1c(O)n(C)c2ccccc12,-2.1,-4,-8,-3,-8,3,2,-4
Cc1sc2nc(C3CC3)nc(NCCNS(=O)(=O)c3ccccc3)c2c1C,3.1,10,9,-5,0,-1,-3,-8
COc1ccc(-c2coc3cc4oc(=O)cc(C)c4cc23)cc1F,-1.6,-7,10,8,9,3,3,0
O=C(O)c1cccc(NC(=O)C23CC4CC(C2)CC(n2cnc(Cl)n2)(C4)C3)c1,-0.6,-21,-1,1,6,2,-9,-3
COc1ccccc1/C=C/C(=O)NC(=S)NC(C)C,0.6,-11,3,-1,-7,-5,4,2
O=C(Oc1ccc(C(=S)N2CCOCC2)cc1)c1ccccc1,-2.5,-9,-9,1,-5,2,-1,-8
COc1ccc(N2CCN(C(=O)c3ccc4c(Cl)c5c(nc4c3)CCCC5)CC2)cc1,0.2,-2,8,0,13,3,-3,-6
NC(=O)c1ccsc1NC(=O)c1cc(=O)c2ccccc2o1,0.1,25,11,1,-61,14,5,-8
O=C(O)c1cc([N+](=O)[O-])cc([N+](=O)[O-])c1N1CCN(c2cccc(C(F)(F)F)c2)CC1,1.1,-1,-9,-19,2,-2,3,1
Cc1ccc(S(=O)(=O)NCC(=O)OCC(=O)N2C(C)CCCC2C)cc1 (centres undefined),0.2,6,-4,2,-4,0,2,1
CCN(CC)C(=O)CSc1nnnn1-c1ccc(F)c(Cl)c1,0.4,-5,-3,1,3,11,2,-6
COC(=O)C1(C)NC(c2ccc(O)cc2)C2C(=O)N(c3ccccc3)C(=O)C21 (centres undefined),0.3,10,-12,1,-13,-2,-5,-2
CCCCOc1ccc(-c2cnc3ccccc3n2)cc1,5.6,-9,-1,22*,-33,4,-1,-4
O=C(CSc1nnnn1C1CC1)Nc1cc(S(=O)(=O)N2CCCC2)ccc1Cl,0.6,15,-5,-6,8,0,-1,-7
O=C(Nc1cc(Cl)ccn1)C1CCN(S(=O)(=O)c2cccs2)CC1,0.7,2,19,2,4,-6,0,-3
COc1ccc(CC(=O)NC(C)c2nnc(SCC(=O)Nc3nc(C)cs3)n2C)cc1 (centres undefined),18,-6,9,0,-2,7,-1,-5
CC(=O)c1cccc(N(CC(=O)NC2CCCC2)C(=O)CNC(=O)c2cccs2)c1,-0.6,4,-4,0,-28,4,2,-5
Cc1cc(C(=O)NNC(=S)NCC(C)C)no1,-1.0,-6,2,1,-3,-1,2,-5
CCc1nnc(NC(=O)CSc2nnnn2-c2cccc(C(=O)OC)c2)s1,-6.8,15,-9,0,33,8,-2,-4
COc1ccc(NC(=O)NNC(=O)c2ccc(-c3ccccc3)cc2)cc1,0.9,1,3,0,11,10,-2,0
Cc1cccc(C(=O)Nc2sc(-c3ccccc3)cc2C(=O)O)c1,21,-22,-9,0,-41,-6,-6,-5
CN(C)CCn1cnc2c(c1=N)C(c1ccccc1)c1ccc3ccccc3c1O2 (centres undefined),-0.4,15,34,-3,15,-6,2,-1
FC(F)(F)c1ccccc1NC(=S)N1CCN(c2ccccn2)CC1,-0.3,6,-4,-1,8,0,4,-6
COc1ccc(Cc2nnc(NN)[nH]c2=O)cc1OC,-1.7,5,-4,-2,-2,6,-3,-6
Oc1ccc(N2CCN(Cc3c(-c4ccccc4)nc4ccccn34)CC2)cc1,0.5,12,21,4,47,8,2,23
